AMA1-RON2 inh: AMA1-RON2 (P. falciparum) interaction inhibition. AlphaScreen AMA1-biotinylated RON2 peptide binding. 0.2% of 360,000 active. Potency, µM (doses to about 58.2 µM), inactives show top-dose activity change, negative = inhibition, actives largely listed as inhibitors;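 also: potency is read from the fitted curve at half-maximal effect; 0% = vehicle wells and -100% = peptide control; nearly all actives have a fitted effect of over 45% in size; some results filed as inactive show a strong effect at the top dose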
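AMA1 (3D7) with his tag at 25 nM final met compounds first, then biotinylated RON2 peptide at 25 nM; detection used donor plus acceptor beads, 10 µg/mL apiece, read by AlphaScreen after 30 min at room temperature.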
AmpC inh no detg: inhibitors of E. coli AmpC beta-lactamase without detergent | P00811 | AmpC nitrocefin hydrolysis, absorbance 480 nm, 0.0001% Triton | Potency, µM (highest dose often 57.1 µM), for the others: at the highest dose activity change, negative = inhibition, actives largely listed as inhibitors | 0.52% of 330,000 active | AID 485341;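 also: potency is read from the fitted curve at half-maximal effect; plate controls were no compound for no effect and no enzyme for full effect; nearly all actives have a fitted effect of over 20% in size; some results filed as inactive show a strong effect at the top dose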
Target sequence (P00811 whole entry, looked up): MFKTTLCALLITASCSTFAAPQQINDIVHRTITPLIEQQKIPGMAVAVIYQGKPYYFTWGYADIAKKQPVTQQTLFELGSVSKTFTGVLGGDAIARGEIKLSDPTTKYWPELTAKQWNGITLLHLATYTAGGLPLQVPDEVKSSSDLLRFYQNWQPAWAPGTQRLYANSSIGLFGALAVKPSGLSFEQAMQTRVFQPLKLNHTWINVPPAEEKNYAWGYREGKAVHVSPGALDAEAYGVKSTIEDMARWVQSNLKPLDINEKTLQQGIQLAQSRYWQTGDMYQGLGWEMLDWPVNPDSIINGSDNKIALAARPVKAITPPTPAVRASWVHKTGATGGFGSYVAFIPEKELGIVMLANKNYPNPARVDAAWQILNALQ
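AmpC (5.3 nM in the dispensed reagent) in 20 mM phosphate pH 7.0 with 0.01% (detergent screen) or 0.0001% Triton X-100 was preincubated with compounds for 15 min at room temperature. Nitrocefin was then added from an 800 uM solution, and hydrolysis was followed at 480 nm.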
HCV inh: inhibitors of hepatitis C virus infection; Potency, µM (doses to about 41.8 µM), inactives show top-dose activity change, negative = inhibition, usual class: inhibitors; Huh7.5.1 HCVcc-Cre infection, luciferase reporter, 44 h; AID 651820; 3.4% of 340,000 active; also: potency is read from the fitted curve at half-maximal effect
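Cells (1,000/well) were plated 4 h before compound, then infected with HCVcc-Cre virus (~0.5 moi). After 44 h further culture, infection was read as luciferase luminescence following a 15 min substrate incubation at room temperature.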
HCMV inh: human cytomegalovirus inhibition; 4.5% of 410,000 active; activity change, negative = inhibition, % at 57.5 µM; HFF cells, HCMV-luciferase reporter, 72 h; stronger effect = lower value; in the data active = activity change below about -60%; inconclusive = no clear call, values can overlap the other calls; inactive = above about -39%
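Screen run at 2 compound doses on HFFs infected with reporter HCMV, MOI 1 PFU/cell. Luciferase activity from cell lysates at 72 h post infection gave inhibition relative to buffer-only and Salinomycin wells.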
AmpC inh detg: blocks E. coli AmpC beta-lactamase in detergent assay; P00811; AmpC hydrolysis of nitrocefin, absorbance 480 nm, 0.01% Triton; Potency, µM (titrated, usually from 114 µM), for inactives: top-dose activity change, negative = inhibition, usual class: inhibitors; 0.041% of 370,000 active;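 also: potency is read from the fitted curve at half-maximal effect; 0% = no-compound wells and -100% = no-enzyme wells; nearly all actives have a fitted effect of over 25% in size; some results filed as inactive show a strong effect at the top dose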
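20 mM phosphate pH 7.0 + 0.01% (detergent screen) or 0.0001% Triton X-100; 5.3 nM AmpC reagent; cpd preinc 15 min RT; nitrocefin (800 uM stock) to start; A480 q20 s × 4 min; Activity was normalised to no-enzyme and no-compound control wells.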
LmPK inhibitor: inhibitors of Leishmania mexicana pyruvate kinase; Q27686; purified LmPK, Kinase-Glo ATP luminescence, 1 h; Potency, µM (titrated, usually from 57.5 µM), for the others: at the highest dose activity change, negative = inhibition, usual class: inhibitors; 0.37% of 290,000 active; AID 1721; also: potency is read from the fitted curve at half-maximal effect
Target sequence (Q27686 whole entry, looked up): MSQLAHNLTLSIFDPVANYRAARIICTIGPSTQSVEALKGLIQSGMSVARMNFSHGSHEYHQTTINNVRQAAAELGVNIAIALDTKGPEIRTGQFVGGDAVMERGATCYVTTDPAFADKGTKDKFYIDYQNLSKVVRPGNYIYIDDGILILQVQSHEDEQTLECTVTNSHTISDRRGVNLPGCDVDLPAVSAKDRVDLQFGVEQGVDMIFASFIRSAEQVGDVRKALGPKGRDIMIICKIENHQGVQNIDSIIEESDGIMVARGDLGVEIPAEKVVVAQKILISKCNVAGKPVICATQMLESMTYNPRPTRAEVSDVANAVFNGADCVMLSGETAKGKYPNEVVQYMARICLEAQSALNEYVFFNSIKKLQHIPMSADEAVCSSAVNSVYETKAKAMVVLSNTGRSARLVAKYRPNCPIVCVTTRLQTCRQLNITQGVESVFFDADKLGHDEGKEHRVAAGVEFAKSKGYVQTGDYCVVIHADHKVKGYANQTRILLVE
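Pyruvate kinase activity monitored as ATP production (luciferase luminescence). Conditions: 0.1 nM enzyme, 0.5 mM PEP, 0.1 mM ADP, 1 h, RT; normalized against uninhibited and no-enzyme wells.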
TbPYK inhibitor: blocks Trypanosoma brucei pyruvate kinase; Q57TT1; TbPYK enzyme, Kinase-Glo Plus ATP luminescence, 45 min; Potency, µM (series often up to 76.8 µM), inactives show at the highest dose activity, negative = inhibition, most hits filed as inhibitors; 0.12% of 410,000 active; also: potency is read from the fitted curve at half-maximal effect; nearly all actives have a fitted effect of over 50% in size
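Luminescence from Kinase-Glo Plus, added after a 45-minute room-temperature reaction, served as the end-point read-out. The enzyme and substrate were preincubated with compound before ADP (130 uM final) initiated turnover. Concentration-effect curves came from normalized qHTS data.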
* hit, by the source's call; ? = inconclusive; . = not tested or not shown; [ ] = remark or other dose. Unless noted, calls follow the shape of the dose curve; as a rule, active = well fitted curve in the direction sought with a large enough effect; inconclusive = small, poorly fitted or top-dose-only effect, or another doubt; inactive = no such curve, though single readings can be large; an effect the other way counts as inactive or inconclusive. Unless noted, % is scaled to controls: 0 for no effect and ±100 for the full control effect.

Short forms – A = AMA1-RON2 inh; B = AmpC inh no detg; C = HCV inh; D = HCMV inh; E = AmpC inh detg; F = LmPK inhibitor; G = TbPYK inhibitor
COc1cc(C)ccc1OCc1cc(C(=O)NCc2ccncc2)no1
  A: -14% | B: 1% | C: -6% | D: 75 | E: 2% | F: -9% | G: 7%
COC(=O)C1=C(c2ccc(F)cc2F)C[C@@H]2CC[C@H]1N2C(=O)NCCOc1ccccc1
  A: 7% | B: 32% | C: 21% | D: -11 | E: 6% | F: . | G: -2%
CCOc1ccc(NC(=O)CN(C)C(=O)COc2cccc3c2OC(C)(C)C3)cc1OCC
  A: 0% | B: 103%[activator] | C: ? | D: 35 | E: -7% | F: . | G: 1%
COC(=O)[C@H]1Cc2c([nH]c3ccccc23)[C@H](c2ccccc2)N1
  A: -10% | B: 15% | C: -13% | D: -17 | E: -6% | F: 0% | G: 0%
Cc1nnc(NC(=O)c2cccn(Cc3cccc([N+](=O)[O-])c3)c2=O)s1
  A: . | B: . | C: . | D: 5 | E: -1% | F: . | G: -2%
NC(=O)C1CCCN(C(=O)CNC(=O)C23CC4CC(CC(C4)C2)C3)C1 (stereo not drawn)
  A: 6% | B: -30% | C: 11% | D: -9 | E: ? | F: . | G: 0%
Cc1ccccc1NC(=O)/C(C#N)=C\c1cn(CC(=O)O)c2ccccc12
  A: 5% | B: -14% | C: 3% | D: -19 | E: -1% | F: 1% | G: 3%
Cc1cc(NC(=O)COC(=O)[C@H](Cc2c[nH]c3ccccc23)NC(=O)c2ccc(F)cc2)no1
  A: -18% | B: -37% | C: 11% | D: -5 | E: 0% | F: 1% | G: 1%
CN(C)S(=O)(=O)c1cccc(C(=O)N2CCc3ccccc32)c1
  A: -3% | B: -20% | C: -9% | D: -25 | E: -12% | F: -2% | G: -2%
CCOc1ccc(Nc2nc(N)c3ccccc3n2)cc1
  A: -18% | B: -24% | C: 2% | D: -2 | E: -13% | F: -4% | G: ?
Cn1cccc1Cc1nnc(SCC(=O)Nc2ccc(F)cc2)n1-c1ccc(F)cc1
  A: -10% | B: 16% | C: ? | D: -5 | E: -5% | F: 1% | G: -6%
CCCN(CCC)Cc1cc(=O)oc2ccc3ccccc3c12
  A: 32%[activator] | B: . | C: . | D: -13 | E: . | F: . | G: -4%
CCOc1ccc(N(C(=O)c2snc(C(N)=O)c2N)C(C(=O)NC2CCCC2)c2ccncc2)cc1 (stereo not drawn)
  A: -8% | B: 56% | C: ? | D: ? | E: -9% | F: -2% | G: 1%
COc1ccc(NC(=O)CN2C(=O)c3ccccc3S2(=O)=O)cc1S(=O)(=O)N1CCOCC1
  A: 0% | B: -15% | C: 12% | D: -18 | E: 0% | F: . | G: 1%
C/C(=N\NC(=O)c1cc(-c2cccs2)nc2ccccc12)c1ccccn1
  A: -32% | B: -17% | C: 0.56µM* | D: -101* | E: 2% | F: -1% | G: -8%
O=C(CN1C(=O)S/C(=C\c2cccc(Cl)c2)C1=O)NC1C=CS(=O)(=O)C1 (stereo not drawn)
  A: 0% | B: -18% | C: -7% | D: ? | E: 1% | F: 4% | G: 3%
COCCCNC(=O)CS(=O)(=O)Cc1nc(-c2ccccc2C)oc1C
  A: -1% | B: 9% | C: 13% | D: 29 | E: ? | F: 2% | G: -1%
O=C(NCc1ccc(Cl)cc1)c1ccc(CNS(=O)(=O)c2ccc(F)cc2)cc1
  A: . | B: . | C: . | D: 68 | E: 11% | F: . | G: 1%
COc1cccc(C(=O)NN2C(=S)N(c3ccccc3)C(=O)C2CC(N)=O)c1 (stereo not drawn)
  A: 71%[activator] | B: 4% | C: 2% | D: 31 | E: -8% | F: -7% | G: -2%
CONC(=O)Nc1ccccc1[N+](=O)[O-]
  A: -3%[11.6 µM] | B: -7% | C: 8% | D: 4 | E: -8% | F: -3% | G: -3%
COc1ccc(N(C2CSC2)S(=O)(=O)c2ccccc2)cc1
  A: 4% | B: -22% | C: -3% | D: -38 | E: -7% | F: 2% | G: 2%
CCOC(=O)C1CCCN(C(=O)c2cn(CC)c3ccc(S(=O)(=O)N4CCCC4)cc3c2=O)C1 (stereo not drawn)
  A: 8% | B: 35% | C: -1% | D: -12 | E: 4% | F: -1% | G: 0%
COc1ccc(NC(=O)c2cccnc2Nc2ccc(OC)cc2)cc1
  A: 0% | B: -7% | C: ? | D: -15 | E: ? | F: -2% | G: -4%
Cc1cccc(NS(=O)(=O)c2cccc(C(=O)N3CCCCCCC3)c2)c1
  A: 7% | B: -16% | C: 1% | D: -23 | E: -9% | F: . | G: -17%
Cc1cccc(NC(=O)C2CCN(S(=O)(=O)c3c(C)noc3C)CC2)c1
  A: -5% | B: -10% | C: 14% | D: -6 | E: -11% | F: 0% | G: 0%

An excerpt of these results, with two lines to a compound:
Order of results – AMA1-RON2 inh | AmpC inh no detg | HCV inh | HCMV inh | AmpC inh detg | LmPK inhibitor | TbPYK inhibitor
O=C(NCc1ccc(Cl)cc1)c1ccc(CNS(=O)(=O)c2ccc(F)cc2)cc1
    . | . | . | 68 | 11% | . | 1%
COc1cccc(C(=O)NN2C(=S)N(c3ccccc3)C(=O)C2CC(N)=O)c1 (stereo not drawn)
    71%[activator] | 4% | 2% | 31 | -8% | -7% | -2%
CONC(=O)Nc1ccccc1[N+](=O)[O-]
    -3%[11.6 µM] | -7% | 8% | 4 | -8% | -3% | -3%
COc1ccc(N(C2CSC2)S(=O)(=O)c2ccccc2)cc1
    4% | -22% | -3% | -38 | -7% | 2% | 2%

The listing continues.
Short forms – A = AMA1-RON2 inh; B = AmpC inh no detg; C = HCV inh; D = HCMV inh; E = AmpC inh detg; F = LmPK inhibitor; G = TbPYK inhibitor
c1ccc(CNc2nc(-c3cccs3)nc3ccccc23)nc1
  A: -15% | B: -25% | C: ? | D: -1 | E: -7% | F: -1% | G: 3%
O=C(Nc1nncs1)c1cc(S(=O)(=O)N2CCOCC2)ccc1Cl
  A: 3% | B: -18% | C: 10% | D: -39 | E: 0% | F: 4% | G: -4%
CCCCOC(=O)C1=C(C)Nc2ncnn2C1c1cc(OC)ccc1OC (stereo not drawn)
  A: -6% | B: 3% | C: 6% | D: 39 | E: -1% | F: 2% | G: .
COc1ccc(CNCCC(c2ccc(C)cc2)c2ccco2)cc1 (stereo not drawn)
  A: . | B: . | C: . | D: -78* | E: 9% | F: . | G: 3%
COc1ccc(Nc2nc(-c3cccc(OC)c3O)nc3ccccc23)cc1
  A: -24% | B: -47% | C: 5.6µM* | D: ? | E: -5% | F: 4% | G: 4%
CN=c1scc(C)n1/N=C/c1ccc(O)cc1O
  A: -16% | B: -27% | C: ? | D: 16 | E: 0% | F: -28% | G: -15%
Cc1ccc(-c2nnc3cccc(Cl)n23)cc1
  A: -1% | B: 1% | C: 16% | D: -6 | E: -4% | F: 0% | G: -1%
COC(=O)c1c(C)oc2ccc(N(C(=O)Oc3ccccc3)S(=O)(=O)c3ccccc3)cc12
  A: 3% | B: -51% | C: ? | D: -64* | E: 1% | F: 5% | G: 4%
NS(=O)(=O)c1ccc(CNC(=O)c2cc(-c3cccs3)nc3ccccc23)cc1
  A: 23% | B: -45% | C: -10% | D: -34 | E: -13% | F: 3% | G: -4%
COc1ccc(S(=O)(=O)Nc2cccc(S(=O)(=O)NC3=NCCC3)c2)cc1[N+](=O)[O-]
  A: -14% | B: -10% | C: -12% | D: -22 | E: 0% | F: . | G: -20%
Cc1ccc(NC(=O)C(=O)NCCN2CCN(C(=S)Nc3ccccc3)CC2)cc1
  A: 3% | B: -3% | C: -20% | D: -13 | E: -12% | F: 0% | G: -6%
Brc1ccccc1-n1nnc(-c2cnc3ccccc3c2)n1
  A: 11% | B: . | C: -22%[8.37 µM] | D: 102 | E: . | F: . | G: -2%
O=C(Nc1ccc2c(c1)OCO2)C1CCN(S(=O)(=O)c2ccc3c(c2)OCCO3)CC1
  A: -4% | B: -34% | C: -23% | D: ? | E: 0% | F: 2% | G: 0%
O=C(NCc1ccccc1)C1c2ccccc2OCC(=O)N1CCCN1CCOCC1 (stereo not drawn)
  A: -4% | B: . | C: . | D: 7 | E: . | F: . | G: 1%
CCN1CCCC1CNC(=O)C1CCN(Cc2nc(-c3cccc(Br)c3)oc2C)CC1 (stereo not drawn)
  A: -21% | B: 75%[activator] | C: 2.5µM* | D: . | E: 1% | F: -4% | G: 7%
CN(C)CCNC(=O)C12CC3(C)CC(C)(CC(C)(C3)C1)C2
  A: 20% | B: 41% | C: ? | D: -15 | E: -16% | F: -3% | G: 0%
Cc1ccc(/C(=N/Nc2nc3ccccc3s2)C2=C(O)c3ccccc3C2=O)cc1
  A: 41%[activator] | B: -23% | C: 3% | D: -21 | E: -14% | F: 5% | G: 6%
CCOC(=O)C1=NN(c2ccc(Cl)cc2)/C(=C/C2=NCCc3cc(OC)c(OC)cc32)S1
  A: 14% | B: -17% | C: 6% | D: 27 | E: 0% | F: 5% | G: -3%
Cc1cccc(C2=NN(c3ccccc3)[C@@H](C(=O)N3CCOC3=O)[C@@H]2c2ccc(Cl)cc2)c1
  A: 44%[activator] | B: -7% | C: ? | D: 12 | E: . | F: . | G: 4%
COc1ccc(CCNC(=O)C2(C)CCC(=O)N2Cc2ccc(F)cc2Cl)cc1OC (stereo not drawn)
  A: 14% | B: 101%[activator] | C: ? | D: 34 | E: 1% | F: -1% | G: -4%
CSc1ccc(CCNC(=O)C2=C(C)C(=O)OC23CCCCC3)cc1
  A: . | B: . | C: . | D: -34 | E: 21% | F: . | G: 3%
Cn1c2ccccc2c2cnn(CC(=O)N3CCCCC3)c(=O)c21
  A: -5% | B: 16% | C: 14% | D: -15 | E: -2% | F: 0% | G: -1%
Cn1cnc(S(=O)(=O)NC2CCN(Cc3ccccc3)CC2)c1
  A: -7% | B: -19% | C: 0% | D: ? | E: -2% | F: 1% | G: 0%
Cc1ccccc1NC(=O)Cc1nnc(SCc2ccc(Cl)c(Cl)c2)n1C
  A: 5% | B: 57% | C: -3% | D: 20 | E: -3% | F: 2% | G: -5%

Structural class: those above with an aryl thioether with sulfur outside any ring.
Short forms – A = AMA1-RON2 inh; B = AmpC inh no detg; C = HCV inh; D = HCMV inh; E = AmpC inh detg; F = LmPK inhibitor; G = TbPYK inhibitor
Cn1cccc1Cc1nnc(SCC(=O)Nc2ccc(F)cc2)n1-c1ccc(F)cc1
  A: -10% | B: 16% | C: ? | D: -5 | E: -5% | F: 1% | G: -6%
CSc1ccc(CCNC(=O)C2=C(C)C(=O)OC23CCCCC3)cc1
  A: . | B: . | C: . | D: -34 | E: 21% | F: . | G: 3%
Cc1ccccc1NC(=O)Cc1nnc(SCc2ccc(Cl)c(Cl)c2)n1C
  A: 5% | B: 57% | C: -3% | D: 20 | E: -3% | F: 2% | G: -5%

Source: PubChem
